EP2 modulator: modulators of human EP2 prostaglandin E2 receptor; P43116; EP2-expressing cells, cAMP HTRF FRET, PGE2 co-stimulation; induction, % at 25 µM; 260,000 compounds, 0.83% hits;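 active means compounds whose cAMP rise, as percent of the full-agonist control response, exceeds 60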;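 further: rat C6 glioma line stably carrying human EP2 under a CMV promoter; the protocol text gives 20 µM as final concentration; 100% = response of wells given 1 µM PGE2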
Target sequence (P43116 whole entry, looked up): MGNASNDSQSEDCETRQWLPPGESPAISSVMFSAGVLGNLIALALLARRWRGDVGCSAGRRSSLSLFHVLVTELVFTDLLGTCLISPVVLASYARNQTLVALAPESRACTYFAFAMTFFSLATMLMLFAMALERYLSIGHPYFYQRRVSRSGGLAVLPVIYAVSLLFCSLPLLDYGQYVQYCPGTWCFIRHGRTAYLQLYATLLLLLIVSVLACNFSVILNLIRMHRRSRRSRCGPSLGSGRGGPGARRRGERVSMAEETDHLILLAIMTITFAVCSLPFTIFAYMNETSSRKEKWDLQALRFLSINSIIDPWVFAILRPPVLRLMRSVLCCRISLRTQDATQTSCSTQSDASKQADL
* hit, by the source's call; & = joins results of further samples.

SMILES | EP2 modulator
COc1ccc(N(C(=O)c2ccn[nH]2)C(C(=O)NC2CCCC2)c2ccc(F)cc2)cc1 (stereo not drawn) | -10.9
COC(=O)C(Cc1c[nH]c2ccccc12)NC(=O)c1cc(-c2ccccc2)oc1C (stereo not drawn) | -42.2
Cn1c(=O)c2c([nH]c(=S)n2Cc2cccc3ccccc23)n(C)c1=O | 23.0
CC(=O)Nc1ccc(CN(Cc2ccc(F)cc2)CC2CCCO2)cc1 (stereo not drawn) | 25.1
NC(=O)CN1C(=O)N2CCN=C2c2ccccc21 | -14.3
COc1cccc(C(=O)Nc2nc3c(s2)CCc2c-3cnn2C)c1 | -97.5
Cn1c(SCC(=O)Nc2ccc(Cl)cc2)nnc1C1CCCCC1 | -11.7
CCOC(=O)c1ccc(NC(=O)N2CCCC(c3ncncc3S(C)(=O)=O)C2)cc1 (stereo not drawn) | -0.7
CC(=O)Nc1cc(C(=O)O)ccc1N1CCOCC1 | -19.9
CCn1c2ccccc2n2c(=O)n(CC(=O)NC3CCCC3)nc12 | 12.7
CC(C)(C)OC(=O)NNc1c2ccccc2nc2ccccc12 | -110.7
Clc1cccc(-c2n[nH]c3c2CNCC3)c1 | -34.2
CC(C)=CCCC(C)[C@@H]1CC[C@]2(C)C3=C(CC[C@@]12C)C1(C)CC[C@H](O)C(C)(C)C1CC3 (stereo partly drawn) | -0.4
CCc1nn(CC(N)=O)c(=O)c2cc3sccc3n12 | -11.3
COc1cc2c(cc1CN1CCC(O)(c3ccc(C)cc3)CC1)OCO2 | -23.4
CCCC(=O)Nc1nc(SCC)ns1 | -13.9
COc1cc(C2NC(=O)C(=O)/C2=C(\O)c2ccccc2)ccc1O (stereo not drawn) | -1.6
COC(=O)c1c(NC(=O)Cc2ccccc2)sc(C(=O)Nc2ccccc2OC)c1C | 16.8
COc1cccc(-n2c(SCC(=O)N3C(C)CCCC3C)nnc2-c2ccncc2)c1 (stereo not drawn) | -11.4
CCc1ccccc1NC(=O)C1CCN(C(=O)c2cccs2)CC1 | -1.9
CCOc1ccc2[nH]c(=O)c(CN(Cc3ccccc3)C(=S)NC3CCCCC3)cc2c1 | -28.6
COc1ccc(Cn2nnnc2CN(Cc2cc3ccc(OC)cc3[nH]c2=O)C2CCCC2)cc1 | -295.9
COc1ccc(/C(O)=C2/C(=O)C(=O)NC2c2ccc(Cl)cc2Cl)cc1OC (stereo not drawn) | 12.6
CC(=O)Nc1ccc(C(=O)CSc2nnc(-c3ccco3)n2C)cc1 | -6.6
O=C(CSc1nnnn1-c1cccnc1)N1c2ccccc2CCc2ccccc21 | 0.6

Additional entries follow:
SMILES | EP2 modulator
CCc1c(C)nc(SCC(=O)Nc2ccc(NC(C)=O)cc2)[nH]c1=O | 25.9
COc1ccc(C(=O)N2N=C(C(C)C)CC2(O)C(F)(F)F)cc1 (stereo not drawn) | 3.9
CCOC(=O)c1ccc(NC(=O)c2c(O)c3ccccc3[nH]c2=O)cc1 | -49.7
CC(=O)Nc1ccc(NC(=O)C(C)C)nc1 | -15.4
Cc1ccc2[nH]c(=O)c(CN(Cc3ccccc3)C(c3nnnn3C3CCCCC3)C(C)C)cc2c1 (stereo not drawn) | 51.5
Cc1ncsc1C(=O)N[C@H](Cn1nnc2ccccc21)C(C)C | -21.1
Cc1ccc2cc(CN(Cc3nnnn3CCc3ccccc3)C3CCCCC3)c(=O)[nH]c2c1C | 53.8
COc1cc(NC(C)CCCN)c2ncccc2c1 (stereo not drawn) | 2.8
Cc1nc2c(c(=O)[nH]1)CN(CC1=Cc3ccccc3OC1)CC2 | -30.3
CCOCCCNC(=O)Cn1nc(CC)n2c(cc3sccc32)c1=O | -24.7
Cc1ccc2cc(CN(C(=O)C3CCC3)C3CCCCC3)c3nnnn3c2c1C | 23.8
COc1cccc(NC(=O)CSc2nc3ccccc3s2)c1 | -65.6
COc1ccc2[nH]c(CN3CCC(O)(c4ccc(C)cc4)CC3)c(C)c2c1 | -92.0
CCOc1ccc(S(=O)(=O)n2c([N+](=O)[O-])cnc2C)c(C)c1C | 21.1
C=CCNC(=O)C1CC(=O)N(c2ccc(OCC(=O)Nc3ccc(C)c(C)c3)cc2)C1 (stereo not drawn) | -15.6
COc1ccc(-c2cc3nc4c(c(NCCCn5ccnc5)n3n2)CCC4)cc1 | -10.1
Cc1nn(C)c(C)c1-c1cc(C(=O)NC2(c3ccccc3)CCCC2)[nH]n1 | -71.6
CCn1c(CNc2ccc(C)cc2C)nnc1SCC(=O)Nc1ncc(C)s1 | 7.6
O=C(CSc1nc(-c2ccccc2)nc2ccccc12)NC1CCCC1 | 15.8
CCN(CC)CCCC(C)Nc1ccnc2cc(Cl)ccc12 (stereo not drawn) | -2.4&25.4
COc1ccc(C2=NN(CC(=O)NCc3ccco3)C(=O)c3cc4ccccc4n3C2)cc1 | -22.5
CCc1nc2ccccc2n1CC(O)COc1cc(OC)ccc1C(=O)c1ccccc1 (stereo not drawn) | -3.8
COc1cc(-c2nnc(C3CCCCC3)o2)ccc1OCc1ccccc1 | -82.9
COc1ccc(C(=O)N2CCC(C(=O)N3CCN(c4ccc(OC)cc4)CC3)CC2)cc1 | -4.7
CCOc1ccc2c(c1)NC1(CCN(C(=O)c3ccccc3F)CC1)c1cccn1-2 | -24.1

Other entries
SMILES | EP2 modulator
O=C(O)c1nn(-c2ccc(Cl)cc2)c2c1C(=O)c1ccccc1C2=O | 4.2
O=c1[nH]c2cc3c(cc2cc1C(c1nnnn1C1CCCC1)N1CCCC1)OCO3 (stereo not drawn) | -37.7
COc1ccc(C2/C(=C(/O)c3ccc(Cl)cc3)C(=O)C(=O)N2CC(C)O)cc1OC (stereo not drawn) | -1.6
COc1cccc(NC(=O)CSc2nnc(COc3ccccc3)n2C)c1 | 15.6
C#CCOc1cccc(CN2CCc3[nH]c4ccc(OCC)cc4c3C2)c1 | -64.6
N#Cc1c(N)sc2c1CCOC2 | -37.5
CC(=O)c1ccc(NC(=O)CSc2nc3c(c(=O)n(C)c(=O)n3C)n2C(C)C)cc1 | -35.0
O=c1[nH]c(=S)n(-c2ccccc2F)c(O)c1/C=C1\C=Nc2ccccc21 | -99.0
COc1ccc(CC(=O)N2CCC(c3nc(C)ncc3-c3ccncc3)CC2)cc1 | -20.1
NS(=O)(=O)c1ccc(NC(=O)C2CCN(S(=O)(=O)c3ccccc3)CC2)cc1 | -13.6
CC(=O)C(C)Sc1nc2c(c(=O)n(C)c(=O)n2C)n1Cc1ccc(C)cc1 (stereo not drawn) | 12.6
CCOc1nc(-c2cccc(OC)c2)ccc1-c1noc(-c2cccnc2)n1 | 23.3
CCCn1ncc(C(=O)N2C[C@H](C(=O)O)[C@@H](c3ccccc3F)C2)c1C | -29.3
CCn1c(SCC(=O)Nc2cccc(OC)c2)nnc1-c1ccco1 | -32.4
CC1CCN(C(=O)CSc2nnc3n(Cc4ccc(F)cc4)c4ccccc4n23)CC1 | 35.2
CCn1nnc(NC(=O)c2ccc(OC(C)C)cc2)n1 | -9.7
O=C(NNC(=O)c1cccs1)C(=O)NC1CCCCC1 | 0.9
CCN(CC)C(=O)CSc1nnc2c3cc(Br)ccc3n(C)c2n1 | -1.0
COc1cc(NC(=O)CSc2nnnn2-c2ccc(C)c(C)c2)cc(OC)c1 | -32.2
C[N+](C)(C)CC=O | 15.1
CN(C)c1ncc(CN(Cc2ccccc2F)C2CC(C)(C)NC(C)(C)C2)cn1 | -54.3
CCN1CCN(CCC(=O)Nc2cc(C)ccc2OC)CC1 | -0.1
COCCn1c(=O)n(CC(=O)Nc2ccccc2Cl)c2cccnc21 | 7.8
Cc1ccc(Cn2nnc3c(=O)[nH]c(C4CCN(C(=O)C(C)C)CC4)nc32)cc1 | -8.4
CCOc1ccc2[nH]c(=O)c(CN(Cc3cccnc3)C(=S)NCc3ccco3)cc2c1 | -46.8

More compounds:
SMILES | EP2 modulator
COc1ccc2[nH]c(=O)c(C(c3nnnn3C3CCCC3)N3CCN(Cc4ccccc4)CC3)cc2c1 (stereo not drawn) | -2.8
CCCc1cc(OC)c2c(c1)OCO2 | 24.0
COc1ccccc1C1(NC(=O)CCn2ncc3ccccc32)CCCC1 | 29.0
CCCC(C)C(=O)Nc1nnc(C(C)C)s1 (stereo not drawn) | 20.1
Cc1sc2nc(C3CC3)n(C3CCN(C(=O)C4CC=CCC4)CC3)c(=O)c2c1C (stereo not drawn) | 22.8
CCOC(=O)CSc1nnc(CNc2ccccc2Cl)n1-c1ccc(OC)cc1 | -2.9
COc1ccc(C)cc1S(=O)(=O)Nc1cccc2ccc(C)nc12 | -108.3
CCOC(=O)c1c(NC(=O)CC(C)=O)sc(C)c1C | 21.9
CCC(CN1CCC(C)CC1)NC(=O)Cc1c(C)nn(-c2ccccc2C)c1C (stereo not drawn) | -7.2
COc1cc(C(=O)NCc2ccc(OCCN(C)C)cc2)cc(OC)c1OC | 1.5
CC[C@@H](Cn1nc(-c2cccs2)ccc1=O)NC(=O)c1n[nH]c(=O)c2ccccc12 | -21.4
CC(C)(C)NC(=O)c1cc(-c2ccccc2)on1 | -112.3
Cc1ccc(CN(Cc2cc3cccc(C)c3n3nnnc23)C(=O)c2cccnc2)cc1 | -12.1
Fc1cccc(C2(NCc3cnc(N4CCOCC4)nc3)CC2)c1 | -74.6
Cc1nc2cc(NC(=O)Nc3ccccc3Cl)ccc2o1 | -43.9
COc1ccc(N2C(=O)c3cccc4c(N(C)CCO)ccc(c34)C2=O)cc1 | -10.2
CCCNC(=O)c1c(NC(=O)c2ccccc2)sc2c1CCCC2 | 20.8
Cc1ccc(C)c2[nH]c(=O)c(C(c3nnnn3C3CCCC3)N3CCc4ccccc43)cc12 (stereo not drawn) | 101.2*
Cc1ccc2cc(CN(CCO)S(=O)(=O)c3ccc(F)cc3)c(=O)[nH]c2c1 | -42.5
C=CCNc1nc(N2CCCCC2)nc(N2CCCCC2)n1 | 49.4
CC(CN1CCCC1)OC(=O)COc1ccc(F)cc1 (stereo not drawn) | -4.8
COc1ccc(CCNC(=O)CNC(=O)c2ccco2)cc1 | -13.6
O=C(CCCC(=O)OCC(=O)c1cccs1)Nc1ccc(Cl)c(Cl)c1 | -192.7
CC[C@H](Cn1nc(-c2ccoc2C)oc1=O)NC(=O)C1CCCCC1 | 16.8
Cc1ccc(CN(CCCn2ccnc2)Cc2ccsc2)o1 | 15.4

Some of the entries above in a different format:
> CC(CN1CCCC1)OC(=O)COc1ccc(F)cc1 (stereo not drawn)
  EP2 modulator = -4.8

> COc1ccc(CCNC(=O)CNC(=O)c2ccco2)cc1
  EP2 modulator = -13.6

> O=C(CCCC(=O)OCC(=O)c1cccs1)Nc1ccc(Cl)c(Cl)c1
  EP2 modulator = -192.7

> CC[C@H](Cn1nc(-c2ccoc2C)oc1=O)NC(=O)C1CCCCC1
  EP2 modulator = 16.8

Back to the main list with the four entries that preceded the break.
SMILES | EP2 modulator
COc1ccc(CCNC(=O)CNC(=O)c2ccco2)cc1 | -13.6
O=C(CCCC(=O)OCC(=O)c1cccs1)Nc1ccc(Cl)c(Cl)c1 | -192.7
CC[C@H](Cn1nc(-c2ccoc2C)oc1=O)NC(=O)C1CCCCC1 | 16.8
Cc1ccc(CN(CCCn2ccnc2)Cc2ccsc2)o1 | 15.4
CCC(C)NC(=S)N(CCN1CCOCC1)Cc1cc2cc(OC)ccc2[nH]c1=O (stereo not drawn) | -41.8
COc1cccc(CN[C@@H]2CCC(=O)N[C@H]2c2cc(F)cc(F)c2)c1OC | -47.7
Cc1cc(-c2nc3ccccc3s2)ccc1N | -35.1
COc1ccc([C@@H]2C[C@H](OC(=O)c3cscn3)C(=O)N2C)cc1 | -8.3
O=C(Cc1cccs1)Nc1ccc2ccccc2c1 | -78.4
Cc1nc2ccccc2n1CC(N)=O | -14.0
Cc1cccc2cc(CN(CCCO)C(=S)NCCCN(C)C)c(=O)[nH]c12 | -3.9
S=C(NCCCN1CCOCC1)N1CCN(c2ccccc2)CC1 | -24.9
COc1cc(/C=C2\SC(=S)N(CCC(=O)Nc3ccc(Cl)cc3)C2=O)cc(OC)c1OC | -18.6
CC(O)c1ccc(NC(=O)[C@H]2C[C@@H](c3cccs3)NS(=O)(=O)N2C)cc1 (stereo partly drawn) | 0.5
N#C[C@H](C(=O)O)C(c1c(Cl)cccc1Cl)[C@H](C#N)C(=O)O | 22.2
COc1cc(CN[C@@H]2CCC(=O)N[C@H]2c2cc(F)cc(F)c2)ccc1O | -9.9
CC1CCCN(C(=O)c2ccc(F)cc2)C1 (stereo not drawn) | -7.2
Cc1cc(N2C3CCC2CC(O)(c2ccc(F)cc2)C3)nc(N)n1 (stereo not drawn) | -78.4
COc1ccc(-c2coc3c(OC)c(OC)cc(O)c3c2=O)cc1 | -5.1
CCn1nnc(NC(=O)COc2ccc(Cl)cc2)n1 | -8.6
COc1cc(C2Nc3c(Cl)cc(Cl)cc3C3C=CCC32)cc(OC)c1OC (stereo not drawn) | 62.4*
CCC(C)(C)n1nnnc1C(c1ccccc1)N1CCN(C)CC1 (stereo not drawn) | -28.0
CC(C)c1nnc(SCC(=O)Nc2ccc3c(c2)OCCO3)n1C | 2.4
COc1ccc(N(CC(=O)N2CCN(c3ccc(F)cc3)CC2)S(C)(=O)=O)cc1 | 13.0
CC1CCCN(c2nc3c(c(=O)[nH]2)CCN(Cc2ccc(Cl)c(Cl)c2)C3)C1 (stereo not drawn) | -34.7
c1ccc(CN2CCC3(CCCc4ccccc43)CC2)cc1 | 33.8
Cc1ccc(CN(Cc2cc3c(C)ccc(C)c3[nH]c2=O)C(=O)c2cnccn2)cc1 | -26.0
CCc1cccc(C)c1NC(=O)CSc1nc(C)nc2sc(C)c(CC)c12 | 26.8
COC(=O)CSc1nnc(-c2ccc(OC)c(OC)c2)n1-c1ccccc1 | -21.0
O=C(CN1CCC(NC(=O)NC23CC4CC(CC(C4)C2)C3)CC1)Nc1ccc2c(c1)OCO2 | -7.7
Cc1ccc2nc(SCC(=O)N3CCCC3)c(C)cc2c1 | -15.5
Clc1cccc(-n2cnnn2)c1 | -20.6

An excerpt taken from the entries so far:
SMILES | EP2 modulator
Cc1nc2ccccc2n1CC(N)=O | -14.0
Cc1cccc2cc(CN(CCCO)C(=S)NCCCN(C)C)c(=O)[nH]c12 | -3.9

Source: PubChem

The list is partial; rates above refer to the full screens.
